# APE1 inh = APE1 (human) endonuclease inhibition | P27695 | recombinant APE1, TAMRA/BHQ-2 abasic DNA cleavage fluorescence | Potency, µM (doses to about 65.8 µM), inactives show at the highest dose activity change, negative = inhibition, most hits filed as inhibitors | hit rate 0.35% among 350,000 | AID 2517;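 note: plate controls were vehicle for no effect and reference inhibitor for full effect; nearly all actives have a fitted effect of over 55% in size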
#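 Kinetic fluorescence read (525 ex/598 em nm, three reads 60 s apart) of AP-site incision; signal = third minus first read. Enzyme 0.75 nM, dual-labelled THF duplex 50 nM, compound preincubation 15 min RT.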
# POLI inh = blocks human DNA polymerase iota activity. Pol iota fluorescent replication assay, 10 min. Potency, µM (titrated, usually from 115 µM), inactives show at the top dose activity, negative = inhibition, most hits filed as inhibitors. hit rate 1% among 390,000
#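 Pol iota at 10 nM preincubated 15 min with compounds at room temperature; reaction started with fluorescent substrate, 50 nM final. Fluorescence read kinetically at 0 and 10 min; buffer-only wells as negative control.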
# POLK inh = DNA polymerase kappa (human) inhibition. Q9UBT6. purified Pol kappa, fluorescent DNA synthesis assay, 10 min. Potency, µM (top dose mostly 107 µM), inactives show at the highest dose activity, negative = inhibition, hits mostly inhibitors. hit rate 0.53% among 400,000. AID 588579; note: % is set by controls: 0 for no effect and ±100 for the full control effect
#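 10 nM Pol kappa preincubated 15 min at room temperature with compounds, then reaction started with substrate at 50 nM final. Fluorescence read kinetically at 0 and 10 min; buffer-only wells served as negative control.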
# JMJD2A Tudor = inhibitors of human JMJD2A Tudor domain; O75164; AlphaScreen JMJD2A-Tudor / H3K4me3 peptide binding; Potency, µM (titrated, usually from 114 µM), without a hit: top-dose activity change, negative = inhibition, hits mostly inhibitors; hit rate 4.4% among 390,000; AID 504339; note: % is set by controls: 0 for no effect and ±100 for the full control effect; nearly all actives have a fitted effect of over 50% in size
# G9a inh = G9a (human) methyltransferase inhibition; G9a H3K9 monomethylation, AlphaScreen, 2 h; Potency, µM (series often up to 102 µM), without a hit: top-dose activity, negative = inhibition, usual class: inhibitors; hit rate 8.8% among 350,000; AID 504332; note: % is set by controls: 0 for no effect and ±100 for the full control effect; nearly all actives have a fitted effect of over 75% in size
#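 Readings reflect AlphaScreen signal from monomethyl-H3K9 antibody detection. HMT at 20 nM; substrate b-H3K9 500 nM; cofactor SAM 20 uM; 2 h RT reaction; compounds tested as titrations in qHTS with 15 min preincubation.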
# BLM inh = Bloom syndrome helicase (human) inhibition; P54132; recombinant BLM DNA unwinding, fluorescence dequenching; Potency, µM (doses to about 56.1 µM), without a hit: at the top dose activity change, negative = inhibition, usual class: inhibitors; hit rate 0.2% among 350,000;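 note: plate controls were vehicle for no effect and no enzyme for full effect; nearly all actives have a fitted effect of over 35% in size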
# BAZ2B block = blocks human BAZ2B; Q9UIF8; AlphaScreen BAZ2B-H3K14Ac peptide displacement; Potency, µM (top dose mostly 114 µM), for inactives: at the highest dose activity change, negative = inhibition, hits mostly inhibitors; hit rate 4.4% among 360,000; note: % is set by controls: 0 for no effect and ±100 for the full control effect; nearly all actives have a fitted effect of over 60% in size
#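 Compounds, titrated to a top concentration of 110 uM, were incubated 30 min at room temperature with preformed BAZ2B/acetyl-K14 H3 peptide complex (50 nM each). Proximity signal was measured by AlphaScreen after 20 min with beads.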
# POLB inh = blocks human DNA polymerase beta activity; P06746; Pol beta primer extension/strand displacement, fluorescence kinetic; Potency, µM (series often up to 114 µM), inactives show at the top dose activity change, negative = inhibition, hits mostly inhibitors; hit rate 1.3% among 340,000; note: % is set by controls: 0 for no effect and ±100 for the full control effect
#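 Curves were derived by four-parameter Hill fits of normalized qHTS data. The kinetic fluorescent primer-extension read was taken at 0 and 10 min after 50 nM substrate, following a 15 min room-temperature preincubation of 10 nM enzyme with compounds.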
# Pol eta inh = blocks human DNA polymerase eta activity; recombinant Pol eta, fluorescent DNA replication assay; Potency, µM (titrated, usually from 114 µM), inactives show at the highest dose activity change, negative = inhibition, usual class: inhibitors; hit rate 1.2% among 390,000; AID 588591; note: % is set by controls: 0 for no effect and ±100 for the full control effect
#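 Fluorescent replication assay: 50 nM final substrate added after a 15 min room-temperature compound preincubation with 10 nM enzyme. Signal taken at 0 min and again at 10 min.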
# * marks the source's active call; other numbers are inactive results; ? = inconclusive; . = no result given; [ ] = another dose, or the depositor's remark. Calls come from the whole dose curve; as a rule, active = well fitted curve in the direction sought with a large enough effect; inconclusive = small, poorly fitted or top-dose-only effect, or another doubt; inactive = no such curve, though single readings can be large; an effect the other way counts as inactive or inconclusive. Potency is the fitted concentration of half-maximal effect.
(1) Cc1ccc(C(=O)NC2CCS(=O)(=O)C2)cc1S(=O)(=O)N1CCCC1 (stereo unspecified)
(2) CC1CCCCC1NC(=O)c1cc(=O)[nH]c2ccccc12 (stereo unspecified)
(3) COc1ccc2c(c1)c(=O)c(S(=O)(=O)c1ccc(F)cc1)cn2CC(=O)Nc1ccc(C)cc1C
(4) CC(=O)N1CCN(S(=O)(=O)c2cccc(C(=O)OCN3C(=O)c4ccccc4C3=O)c2)CC1
(5) O=C(CCN1CCc2ccccc21)c1ccc2c(c1)OCCO2
(6) O=C1c2ccccc2C(=O)N1CCCc1c[nH]c2ccc(Cl)cc12
(7) O=c1c2ccccc2c(C=NC2CCN(Cc3ccccc3)CC2)c(O)n1Cc1ccc2c(c1)OCO2
(8) Cc1cc(C)c(NC(=O)C2CSCCS2)c(C)c1 (stereo unspecified)
(9) CCOC(=O)C1=C(CN(C)Cc2ccccc2)NC(=O)NC1c1ccc(OC)cc1 (stereo unspecified)
(10) CC1(C)CC2CC(C)(CN2C(=O)COC(=O)c2ccc(NC(=O)CC#N)cc2)C1 (stereo unspecified)
Assay by compound	1	2	3	4	5	6	7	8	9	10
BAZ2B block	-10%	-4%	-7%	-12%	50µM*	-26%	8.9µM*	-4%	-18%	.
Pol eta inh	-7%	5%	-11%	-21%	-12%	-23%	.	-10%	-15%	-20%
G9a inh	11%	?	-1%[59 µM]	-12%	?	-50%	8.9µM*	11%[59 µM]	-5%[59 µM]	.
JMJD2A Tudor	-7%	-14%	-16%	-3%	?	?	.	-7%	-23%	-23%
APE1 inh	23%	-9%	.	50%[activator]	-4%	-7%	-9%	2%	.	11%
POLB inh	13%	.	39%	2%	36%	-23%	3%	-21%	2%	.
BLM inh	-1%	.	-11%	-9%	-3%	-12%	-14%	2%	-1%	.
POLI inh	10%	15%	25%	42%[activator]	?	-12%	.	-6%	11%	14%
POLK inh	-23%	2%	-15%	9%	-5%	-12%	.	-1%	-3%	2%

(11) CN(C)S(=O)(=O)c1cccc(C(=O)Nc2ccccc2)c1
(12) S=C(NCCCc1ccccc1)Nc1ccc(Cl)cc1
(13) Cn1c(CNC(=O)C2CCC(=O)N(CCc3cccc(F)c3)C2)nc2ccccc21 (stereo unspecified)
(14) Cc1ccc(/C(O)=C2\C(=O)C(=O)N(C)C2c2ccc(Br)cc2)cc1 (stereo unspecified)
(15) O=C(Nc1ccc2sccc2c1)c1cccc(N2C(=O)CCC2=O)c1
(16) O=C(Nc1ccc2c(c1)Cc1ccccc1-2)c1ccc(Br)o1
(17) CCC1(CC)NC(=O)N(CC(=O)Nc2ccc(C)cc2C)C1=O
(18) CN1CC2(C(=O)c3ccccc3)CN(C)CC(C(=O)c3ccccc3)(C1)C2
(19) O=C(CCCOc1ccccc1)N1CCCc2ccccc21
(20) O=C(COc1ccccc1)NC(NC(=S)Nc1ccccc1C(=O)O)C(Cl)(Cl)Cl (stereo unspecified)
Assay by compound	11	12	13	14	15	16	17	18	19	20
BAZ2B block	-10%	13%	-4%	3%	-17%	8%	.	?	?	-8%
Pol eta inh	14%	?	1%	-15%	-15%	-4%	-12%	-20%	-8%	-6%
G9a inh	10%	102%[activator][59 µM]	20%	?	35%[12.7 µM]	17%[59 µM]	.	2%[59 µM]	42%[59 µM]	?
JMJD2A Tudor	-9%[11.4 µM]	17%	-8%	-20%	-13%	-7%	0%	-9%	23%	32µM*
APE1 inh	3%	-1%	3%	-7%	-3%	-1%	8%	-2%	3%	7%
POLB inh	14%	9%	?	46%	0%	-25%	.	27%	11%	51%
BLM inh	-1%	-10%	1%	0%	-2%	5%	.	1%	-3%	-1%
POLI inh	108%[activator]	0%	53%[activator]	6%	137%[activator]	-7%	19%	19%	0%	?
POLK inh	-11%	-16%	-3%	-14%	3%	-9%	-5%	-13%	-8%	-16%

(21) CCCn1c(CCC(=O)O)ccc1-c1cccs1
(22) C=CCNC(=O)COC(=O)CCC(=O)c1cccs1
(23) O=C(c1ccco1)N1CCN(C(=O)c2cccc3c2C(=O)N(Cc2cccnc2)C3)CC1
(24) COc1ccc(B(O)O)c(CN2CCN(C(=O)OC(C)(C)C)CC2)c1
(25) O=C(CC1C(=O)NCCN1Cc1ccc(F)c(F)c1)NCCn1cccn1 (stereo unspecified)
(26) O=C(NCc1ccc(Cl)cc1)c1ncn[nH]1
(27) Cc1cc2c(c(=O)n1CCN(C)C)C(c1ccc(Br)cc1)C(C#N)=C(N)O2 (stereo unspecified)
(28) N#Cc1nc(-c2ccc(F)cc2)oc1N1CCN(C(=O)c2ccco2)CC1
(29) O=C(CNS(=O)(=O)c1cccc2nsnc12)NC1CCCCC1
(30) COc1ccc(CCNC(=O)C(=O)NCC2OCCN2S(=O)(=O)c2cc(F)ccc2F)cc1 (stereo unspecified)
Assay by compound	21	22	23	24	25	26	27	28	29	30
BAZ2B block	?	2%	23%	.	-1%	79µM*	-2%	-24%	15%	-3%
Pol eta inh	?	-18%	-12%	-6%	-4%	-17%	-7%	?	-13%	0%
G9a inh	?	.	?	.	.	-5%	?	4%	2%[2.33 µM]	10%
JMJD2A Tudor	-26%	-8%	-13%	?	-6%	-8%	9%	?	-10%	-23%
APE1 inh	-1%	8%	-6%	.	27%	3%	-5%	26%	19%	34%
POLB inh	?	93%	37%	.	28%	-5%	37%	16%	-1%	15%
BLM inh	-20%	0%	0%	.	-2%	-1%	-3%	-3%	-3%	0%
POLI inh	3%	22%	12%	?	19%	16%	0%	-1%	-9%	0%
POLK inh	-14%	-10%	1%	-26%	-5%	-16%	1%	-1%	2%	-9%

(31) O=C(O)c1ccc2ccc3ccccc3c2c1
(32) CCCCOc1ccc(-c2nnn(CC(=O)NCCc3c[nH]c4ccccc34)n2)cc1
(33) CN(CC(=O)NC(=O)NC1CCCCC1)CC(=O)Nc1ccc(Cl)cc1
(34) Cc1cccc(-n2nnc(C(=O)NCc3ccccc3)c2N)c1
(35) Cc1ccc(CCNS(=O)(=O)c2ccc3c(c2)NC(=O)C(C)C(=O)N3)cc1 (stereo unspecified)
(36) Cc1nc(N=C(N)N)nc2ccccc12
(37) FC(F)(F)c1cccc(-c2nnn3c2nc(NC2CCCCC2)c2ccccc23)c1
(38) O=C(CSc1ncnc2ccccc12)NCc1ccc2c(c1)OCO2
(39) CCOC(=O)c1cc(C)sc1NC(=O)CSC1=NCCS1
(40) O=C(COc1ccccc1Cl)Nc1cc(Cl)ccc1Oc1ccccc1
Assay by compound	31	32	33	34	35	36	37	38	39	40
BAZ2B block	.	-3%	7%	-4%	?	-18%	47%[activator]	-16%	28%	-6%
Pol eta inh	-18%	-21%	-27%	-5%	?	10%	-28%	-14%	-9%	-11%
G9a inh	.	4%[59 µM]	?	-2%[59 µM]	10%	-4%	116%[activator][59 µM]	3%	91%[activator]	38%
JMJD2A Tudor	-11%	-16%	-7%	-2%	-14%	-9%	61%[activator]	4%	39%[activator]	0%
APE1 inh	.	1%	-4%	-3%	41%[activator]	-1%	.	-7%	8%	4%
POLB inh	.	-27%	.	-24%	?	-29%	10%	34%	-14%	46%
BLM inh	.	-5%	.	0%	0%	86%[activator]	-21%	3%	-7%	-3%
POLI inh	18%	24%	30%	13%	?	-10%	72%[activator]	31%[activator]	11%	4%
POLK inh	-2%	-5%	-2%	2%	-24%	11%	0%	1%	-21%	-22%

(41) CCc1ccccc1NC(=O)c1cccc(N2C(=O)C3C4CCC(C4)C3C2=O)c1 (stereo unspecified)
(42) S=C(NCc1ccccc1Cl)NC1CCCC1
(43) CCOC(=O)c1cc(C)n(CC2CCC(C(=O)Nc3ccc(C(=O)OC)cc3)CC2)c1C (stereo unspecified)
(44) O=C(/C(=C/c1ccc(Cl)cc1)c1nc2ccccc2[nH]1)c1ccccc1
(45) CCCCn1c(SCC(=O)N2CCCC2=O)nc2cc(S(N)(=O)=O)ccc21
(46) Cc1cc(C(=O)Cn2nc(C(=O)O)c3ccccc3c2=O)c(C)n1-c1ccc(F)cc1
Assay by compound	41	42	43	44	45	46
BAZ2B block	-3%	1%	-12%	-7%	47%[activator]	-33%
Pol eta inh	5%	-25%	4%	6%	-1%	-15%
G9a inh	-4%[59 µM]	7%[59 µM]	3%[59 µM]	24%[12.7 µM]	76%[activator][2.33 µM]	-1%[59 µM]
JMJD2A Tudor	33%	1%	-8%	-13%	-6%	-26%
APE1 inh	1%	-6%	.	-3%	9%	-1%
POLB inh	32%	103%	-11%	23%	.	-1%
BLM inh	-2%	-4%	-5%	-8%	.	-3%
POLI inh	6%	25%	-24%	-3%	20%	8%
POLK inh	-13%	-8%	-12%	-12%	-16%	-2%

# Among those listed so far, 8 contain a Cl atom:
(6) O=C1c2ccccc2C(=O)N1CCCc1c[nH]c2ccc(Cl)cc12
(12) S=C(NCCCc1ccccc1)Nc1ccc(Cl)cc1
(20) O=C(COc1ccccc1)NC(NC(=S)Nc1ccccc1C(=O)O)C(Cl)(Cl)Cl (stereo unspecified)
(26) O=C(NCc1ccc(Cl)cc1)c1ncn[nH]1
(33) CN(CC(=O)NC(=O)NC1CCCCC1)CC(=O)Nc1ccc(Cl)cc1
(40) O=C(COc1ccccc1Cl)Nc1cc(Cl)ccc1Oc1ccccc1
(42) S=C(NCc1ccccc1Cl)NC1CCCC1
(44) O=C(/C(=C/c1ccc(Cl)cc1)c1nc2ccccc2[nH]1)c1ccccc1
Assay by compound	6	12	20	26	33	40	42	44
BAZ2B block	-26%	13%	-8%	79µM*	7%	-6%	1%	-7%
Pol eta inh	-23%	?	-6%	-17%	-27%	-11%	-25%	6%
G9a inh	-50%	102%[activator][59 µM]	?	-5%	?	38%	7%[59 µM]	24%[12.7 µM]
JMJD2A Tudor	?	17%	32µM*	-8%	-7%	0%	1%	-13%
APE1 inh	-7%	-1%	7%	3%	-4%	4%	-6%	-3%
POLB inh	-23%	9%	51%	-5%	.	46%	103%	23%
BLM inh	-12%	-10%	-1%	-1%	.	-3%	-4%	-8%
POLI inh	-12%	0%	?	16%	30%	4%	25%	-3%
POLK inh	-12%	-16%	-16%	-16%	-2%	-22%	-8%	-12%

# This is a subset; rates above refer to the full screens.
